Compound activity deposited in PubChem by National Center for Advancing Translational Sciences (NCATS).
TDP1 inh – blocks human tyrosyl-DNA phosphodiesterase 1. Potency, µM (highest dose often 130 µM), without a hit: at the highest dose activity change, negative = inhibition, most hits filed as inhibitors. AID 485290. 350,000 tested, 0.28% active. recombinant TDP1, AlphaScreen DNA substrate cleavage; note: nearly all actives have a fitted effect of over 40% in size
Target sequence (Q9NUW8 whole entry, looked up): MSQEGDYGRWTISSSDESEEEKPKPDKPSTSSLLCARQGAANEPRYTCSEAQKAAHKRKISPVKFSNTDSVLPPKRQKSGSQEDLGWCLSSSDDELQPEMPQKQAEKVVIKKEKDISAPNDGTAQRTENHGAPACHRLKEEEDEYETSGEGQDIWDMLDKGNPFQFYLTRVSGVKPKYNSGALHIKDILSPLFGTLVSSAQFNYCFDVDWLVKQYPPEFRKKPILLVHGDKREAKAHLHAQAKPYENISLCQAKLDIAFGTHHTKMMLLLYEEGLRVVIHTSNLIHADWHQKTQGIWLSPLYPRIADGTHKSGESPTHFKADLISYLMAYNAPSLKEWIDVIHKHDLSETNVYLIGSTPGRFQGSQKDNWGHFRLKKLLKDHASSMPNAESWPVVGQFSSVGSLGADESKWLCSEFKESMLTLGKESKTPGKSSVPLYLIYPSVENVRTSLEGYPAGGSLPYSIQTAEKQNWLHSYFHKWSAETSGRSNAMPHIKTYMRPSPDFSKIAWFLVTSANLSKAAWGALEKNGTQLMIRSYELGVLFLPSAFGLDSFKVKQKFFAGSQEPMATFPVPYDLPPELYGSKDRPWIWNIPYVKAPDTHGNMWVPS
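Tdp1 1 nM final; 15 min RT w/ cpd; substrate 15 nM, 5 min; beads 10 ug/ml, 10 min; AlphaScreen read. Neg ctrl: no enzyme.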
GCN5L2 inh – inhibitors of human GCN5L2 histone acetyltransferase; Q92830; GCN5L2 HAT assay, ThioGlo1 CoA-SH fluorescence; Potency, µM (series often up to 58.9 µM), for the others: at the top dose activity change, negative = inhibition, hits mostly inhibitors; 390,000 tested, 0.21% active; AID 504327
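GCN5L2 (20 nM) in 50mM HEPES pH 7.5, 0.1mM EDTA, 0.01% Tween-20 preincubated 15 min with compounds at room temperature. Reaction started with H3(1-25) 75uM, acetyl-CoA 70uM, ThioGlo1 50uM; CoA-thiol fluorescence (Ex340/Em540) read at 0 and 20 min.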
DT40 TDP1 no CPT – qHTS for Inhibitors of human tyrosyl-DNA phosphodiesterase 1 (TDP1): qHTS in cells in absence of CPT | Potency, µM (highest dose often 46.2 µM), for the others: top-dose activity change, negative = growth inhibition, usual class: inhibitors | 420,000 tested, 15% active | DT40 Tdp1-/- hTDP1 cells, no CPT, ATP luminescence, 48 h; note: nearly all actives have a fitted effect of over 55% in size
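Stably hTDP1-transfected Tdp1-null chicken DT40 cells were treated with library compounds minus camptothecin and grown for at least 48 hr at 37 °C, after which cellular ATP was quantified by luminescence.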
Numbers without * were called inactive; ? = inconclusive; / = no result given; & = joins results of further samples; [ ] = remark or other dose. Calls come from the whole dose curve; as a rule, active = well fitted curve in the direction sought with a large enough effect; inconclusive = small, poorly fitted or top-dose-only effect, or another doubt; inactive = no such curve, though single readings can be large; an effect the other way counts as inactive or inconclusive. % is set by controls: 0 for no effect and ±100 for the full control effect; potency is the fitted concentration of half-maximal effect. Some of the compounds tested (hit frequency here may not be typical).

SMILES | TDP1 inh | GCN5L2 inh | DT40 TDP1 no CPT
Cc1cc(NS(=O)(=O)c2ccc(NC(=O)COc3ccccc3Cl)cc2)no1 | 4% | -15% | -4%
CC(C)(C)NC(=O)C(c1ccncc1)N(C(=O)c1csnn1)c1cccc2ccccc12 (stereo unspecified) | 1% | -6% | -11%
COc1ccc(-c2nc(C)sc2CC(=O)O)cc1OC | 5% | 1% | 4%
Cc1cccc(NC(=O)c2ccc(-n3c(C)nnc3C)cc2)c1 | 9% | -1% | -11%
COc1ccc(CNS(=O)(=O)NCc2ccccc2)cc1 | 2% | -4% | -16%
Cc1ccc2c(c1)NC(=O)C(CC(=O)O)O2 (stereo unspecified) | 5% | -2% | 5%
COC(=O)c1cc2sc(Cl)cc2n1CC(=O)N1CCCc2ccccc21 | 4% | -2% | ?
COc1ccc(-c2nc(NC(=O)c3ccc(OCC(=O)N4CCOCC4)c(OC)c3)sc2C)cc1 | 9% | -6% | 18µM*
O=S(=O)(c1cccc(COc2c(Cl)cccc2Cl)c1)N1CCOCC1 | -9% | -13% | ?
CCn1c(=O)n(CC(=O)N(C)Cc2ccccc2)c(=O)c2ccccc21 | 9% | -4% | -22%
O=C(CSc1nc2ccccc2[nH]1)Nc1nc(-c2cccc(Br)c2)cs1 | 0% | -2% | -8%
N#Cc1c(NC(=O)c2nc3ncccn3n2)sc2c1CCCCC2 | 0% | -3% | -19%
O=C(COc1ccccc1Cl)Nc1cc(NC(=O)COc2ccccc2Cl)cc(C(=O)O)c1 | 35µM* | ? | -12%
Cc1ccccc1-n1nnnc1SCc1ncc(-c2ccccc2)o1 | -2% | -6% | ?
CN(Cc1ccccc1)Cc1c(F)cccc1F | -5% | -1% | -16%
O=C(CSc1ccc2nnc(-c3ccccn3)n2n1)Nc1ccc(F)cc1 | 1% | -11% | -5%
CCCCCCCCn1c2c(c(=N)c3ccccc31)CCC2 | 0% | -6% | 0.41µM*
O=C1CC(c2ccc(S(=O)(=O)Nc3cc(C(F)(F)F)cc(C(F)(F)F)c3)cc2)CN1 (stereo unspecified) | -2% | -10% | 7%
Cc1nc2ccc(NC(=O)c3nn(CC(C)C)c(=O)c4ccccc34)cc2s1 | -3% | -4% | ?
O=C(Nc1ccc(C2CCCCC2)cc1)C1CCN(c2ncccn2)CC1 | -3% | -5% | -18%
CCOc1ccc(NC(=O)c2nc3nc(C)cc(C(F)F)n3n2)cc1 | 3% | -12% | -20%
Cc1c(NC(=O)c2ccc3ncccc3c2)c(=O)n(-c2ccccc2)n1C | 5% | -1% | -1%
COc1ccccc1N=c1oc2cc(O)ccc2cc1C(N)=O | 0% | -17% | ?
Nc1c(C(=O)c2ccc(Cl)cc2)sc2nsc(SCCN3CCOCC3)c12 | 2% | -9% | 9.2µM*
O=C1CC(c2ccccc2)CC(O)=C1C=NC1CCCCCC1 (stereo unspecified) | 4% | ? | ?

Structures above that have a COOH group:
SMILES | TDP1 inh | GCN5L2 inh | DT40 TDP1 no CPT
COc1ccc(-c2nc(C)sc2CC(=O)O)cc1OC | 5% | 1% | 4%
Cc1ccc2c(c1)NC(=O)C(CC(=O)O)O2 (stereo unspecified) | 5% | -2% | 5%
O=C(COc1ccccc1Cl)Nc1cc(NC(=O)COc2ccccc2Cl)cc(C(=O)O)c1 | 35µM* | ? | -12%

Carrying on:
SMILES | TDP1 inh | GCN5L2 inh | DT40 TDP1 no CPT
CC(C)C(=O)N1CCN(c2nc(-c3ccccc3)c3c(c2C#N)CCCC3)CC1 | -4% | -5% | ?
O=C(c1ccc(-c2ccccc2)cc1)N1CCCC1 | 2% | -1% | -28%
Cc1cc(=O)n2c3ccccc3n(CC(O)CN3CCN(CCO)CC3)c2c1C#N (stereo unspecified) | 0% | -5% | -25%
COc1ccc(/C=N/NC(=O)Cn2nc([N+](=O)[O-])cc2C)c(OC)c1OC | 0% | 0% | -20%
COc1ccc(CNC(=O)c2ccc3c(c2)N(Cc2ccccc2)C(=O)c2ccccc2S3=O)cc1 (stereo unspecified) | 7% | -6% | -2%
CCc1ccc(C(C(=O)NC2CCCCC2)N(C(=O)c2csnn2)C2CC2)cc1 (stereo unspecified) | -4%[0.0935 µM] | 0% | ?
CSc1nncn1/N=C/c1cc(Cl)ccc1F | 4% | -10% | -4%
CCN1C(=O)[C@@H]2[C@@H](c3ccc(-c4ccc(C(C)=O)cc4)c(OC)c3)N3CCC[C@@]3(C(=O)OC)[C@@H]2C1=O | 1% | -9% | ?
COc1ccc(Cl)cc1NC(=O)c1cc(=O)c2cc(C)cc(C)c2o1 | 4% | -2% | 0%
Cc1cc(Cl)cc(Br)c1OCCCCn1cncn1 | 5% | 1% | -19%
COc1ccccc1N1CCN(C(=O)c2cnc(N3CCOCC3)c3ccccc23)CC1 | 0% | -3% | 16µM*
CC(=O)N1CCc2cc(S(=O)(=O)NC(Cc3ccccc3)C(=O)Nc3cc(C)ccc3C)ccc21 (stereo unspecified) | -2% | 0% | -22%
O=C1/C(=C\c2ccccn2)SC(=S)N1c1ccc(S(=O)(=O)Nc2nccs2)cc1 | / | 16% | 6%
Cc1ccccc1N=Cc1cc2c(cc1[N+](=O)[O-])OCO2 | 6% | -3% | -20%
CCCCC1=CC2=C(c3ccco3)C(=O)C(C)(OC(=O)c3ccc(OC)cc3)C(=O)C2=CN1CCc1ccccn1 (stereo unspecified) | 3%[12.3 µM] | -25% | 9.2µM*
Cc1cccc(N2C(=O)c3cccc(Oc4ccc(Cl)cc4)c3C2=O)c1 | 3% | -6% | -15%
O=c1ncccn1[C@@H]1O[C@H](CO)[C@@H](O)[C@H]1O | 8% | -2% | /
CCn1cc(Br)c(C(=O)Nc2nccs2)n1 | 3% | -6% | -11%
COc1c(F)c(F)c(C(=O)O)c(Nc2ccc(C)cc2)c1F | 1% | -5% | 8%
Cc1cc(C)nc(NCc2ccc(Cl)cc2)n1 | / | -3% | -19%
O=C(C1=C(O)C(=O)N(CCN2CCOCC2)C1c1ccc([N+](=O)[O-])cc1)c1cc2ccccc2o1 (stereo unspecified) | 7% | -26% | 9%
CN(c1ccc(C(=O)N2CCN(Cc3ccc4c(c3)OCO4)CC2)cc1)S(C)(=O)=O | -1% | 21% | -29%
C=CCN1C(=O)C2C3C=CC(C2C1=O)C1C2C(=O)N(CC=C)C(=O)C2C31 (stereo unspecified) | -1% | -2% | ?
CCN(C(=O)c1cnc(OC)cc1C(F)(F)F)c1ccc(Cl)cc1Cl | 1% | -5% | ?
COCCn1c(=NC(=O)c2ccco2)sc2cc(C(=O)OC)ccc21 | 0% | -1% | -13%
SMILES | TDP1 inh | GCN5L2 inh | DT40 TDP1 no CPT
COc1ccccc1N(/N=C1\Sc2ccccc2C1=O)C(C)=O | / | -4% | -100%
COc1cccc(-n2c(SCC(=O)Nc3ccc4c(c3)CCC4)nc3ccccc3c2=O)c1 | 3% | -3% | 9.2µM*
O=C(NCc1ccccc1)NC1CCCCC1 | -2% | -2% | 6%
CCOc1cc(N2CCOCC2)c(OCC)cc1NC(=O)C1CC(=O)N(c2ccccc2OCC)C1 (stereo unspecified) | -3%[56.1 µM] | -4% | -10%
O=C(O)CC1(CC(=O)Nc2ccc3ccccc3c2)CCCCC1 | 5% | -6% | -4%
c1ccc(C(Cc2nc(-c3ccncc3)no2)c2ccccc2)cc1 | -5% | -1% | ?
COC(=O)c1cccc(NC(=O)CCc2c(C)noc2C)c1 | 0% | -9% | 8%
COc1ccc(CCC(=O)OCC(=O)Nc2ccc3[nH]c(=O)[nH]c3c2)cc1 | -6% | -5% | -12%
Cc1ccc(Cl)cc1NC(=O)C(NS(=O)(=O)c1cccc2nsnc12)c1ccccc1 (stereo unspecified) | 2% | -16% | ?
CC(=O)c1ccccc1NC(=O)CCN1C(=O)C2CCCCC2C1=O (stereo unspecified) | 1% | 2% | -1%
C=C(C)COc1ccc(-c2n[nH]c(C)c2Oc2ccccc2OC)c(O)c1 | 7% | -15% | ?
CNC(=S)N/N=C/c1cc(Br)c(OCc2ccncc2)c(OC)c1 | / | -23% | ?
CCn1c(C(=O)O)c(CC(=O)N(C)c2ccc(OC)cc2OC)c2ccccc21 | / | -3% | -27%
CC(C)(C)NC(=O)NC(=O)COC(=O)C1=COCCO1 | 3% | -1% | -1%
CCN(CC)CCOC(=O)c1cccc(Br)c1 | -5% | 1% | -5%
Cc1cccn2c(CNCCCOc3cccnc3)c(C(=O)N3CCOCC3)nc12 | 3% | -3% | -9%
Clc1ccc(-c2nc(N3CCOCC3)nc3ccccc23)cc1 | / | -11% | ?
O=[N+]([O-])c1ccc(S(=O)(=O)CC(CN2CCOCC2)N2CCOCC2)cc1 (stereo unspecified) | 5% | -7% | ?
Cc1cc(C)c(C)c(S(=O)(=O)Nc2ccccc2C(=O)NN2CCOCC2)c1C | 2% | -4% | -2%
CC(NC(=O)c1ccccc1)C(=O)N/N=C/c1cccc([N+](=O)[O-])c1 (stereo unspecified) | 2% | -8% | -10%
CCCCCCCCCCSc1n[nH]c(N)n1 | 3% | -7% | -18%
Cc1csc(NC(=O)c2ccccc2C(=O)O)n1 | -2% | 0% | 13%
Cn1nc(C(=O)OCC(=O)Nc2cc(Cl)ccc2C#N)c2ccccc2c1=O | 0% | -3% | 19%
CCCCc1ccc(/C=C2/C(=O)ON=C2c2ccccc2)s1 | -3% | -5% | ?
Cc1c(-c2csc(N)n2)c2ccccc2n1C | / | -2% | -11%

Shown as a markdown table: three of the compounds above
| Molecule | TDP1 inh | GCN5L2 inh | DT40 TDP1 no CPT |
| --- | --- | --- | --- |
| O=C(NCc1ccccc1)NC1CCCCC1 | -2% | -2% | 6% |
| CCOc1cc(N2CCOCC2)c(OCC)cc1NC(=O)C1CC(=O)N(c2ccccc2OCC)C1 (stereo unspecified) | -3%[56.1 µM] | -4% | -10% |
| O=C(O)CC1(CC(=O)Nc2ccc3ccccc3c2)CCCCC1 | 5% | -6% | -4% |

Later entries
SMILES | TDP1 inh | GCN5L2 inh | DT40 TDP1 no CPT
CCc1noc(C)c1C(=O)N1CCCC(N2CCN(c3cccc(Cl)c3)CC2)C1 (stereo unspecified) | 2% | -4% | ?
O=C(COc1ccc(S(=O)(=O)N2CCOCC2)cc1)Nc1ccccc1F | -12% | -7% | -19%
COc1ccc2[nH]cc(CCNC(=O)C3CCCO3)c2c1 (stereo unspecified) | 5% | -5% | 14%
O=C(Nc1ccccc1Cl)c1cc[n+](Cc2ccc([N+](=O)[O-])cc2)cc1 | 0% | -4% | -8%
COc1cccc2c(=O)cc(C)n(CC(=O)Nc3ccc(C)c(C)c3)c12 | 0% | -10% | 15µM*
Cc1ccc(CNC(=O)c2sc3nc4n(c(=O)c3c2C)CCCC4)cc1 | 6% | -21% | ?
COc1ccc(CCNC(=O)CCn2c(=O)c3cccn3c3cccnc32)cc1OC | 1%&-5% | -21%&-3% | ?
COc1ccc(C)cc1N(CC(=O)N1CCCC1)S(C)(=O)=O | 2% | -1% | -9%
COc1ccc(-n2c(C)c(C(C)=O)c3cc(O)ccc32)cc1 | 3% | -2% | /
CCOC(=O)N1CCC(N(CCN(C)C)C(=S)Nc2cccc(Cl)c2)CC1 | 8% | -1% | 1%
COC(=O)c1sc2nc(SCc3cccc(Cl)c3)n(N)c(=O)c2c1C | 3% | 4% | ?
COc1ccc(N2C(=O)CSC23C(=O)Nc2ccccc23)cc1OC (stereo unspecified) | 4% | -3% | -10%

Single values from above.
For TDP1 inh, `O=C(COc1ccc(S(=O)(=O)N2CCOCC2)cc1)Nc1ccccc1F` reads -12%
For DT40 TDP1 no CPT, `O=C(Nc1ccccc1Cl)c1cc[n+](Cc2ccc([N+](=O)[O-])cc2)cc1` reads -8%

4 successive records out of the list so far, for reference:
SMILES | TDP1 inh | GCN5L2 inh | DT40 TDP1 no CPT
COc1ccc(-n2c(C)c(C(C)=O)c3cc(O)ccc32)cc1 | 3% | -2% | /
CCOC(=O)N1CCC(N(CCN(C)C)C(=S)Nc2cccc(Cl)c2)CC1 | 8% | -1% | 1%
COC(=O)c1sc2nc(SCc3cccc(Cl)c3)n(N)c(=O)c2c1C | 3% | 4% | ?
COc1ccc(N2C(=O)CSC23C(=O)Nc2ccccc23)cc1OC (stereo unspecified) | 4% | -3% | -10%
